Assay outcomes as filed in PubChem.
EPAC2 agonist: qHTS for Agonist of cAMP-regulated guanine nucleotide exchange factor 4 (EPAC2): primary screen. Rap guanine nucleotide exchange factor 4 (Homo sapiens), Q8WZA2. EPAC2 activation, biochemical qHTS; response scale: 100% = 6.5 mM cAMP response. Potency, µM (series often up to 154 µM), without a hit: at the highest dose activation, hits mostly activators. 360,000 compounds, 0.079% hits; further: nearly all actives have a fitted effect of over 50% in size
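Compounds were titrated in qHTS against a Rap1B-BODIPY-GDP (250 nM) complex with EPAC2 (100 nM) and GDP (50 uM). BODIPY-GDP release tracked at 480/540 nm over 30 min at room temperature, normalized to 6.5 mM cAMP.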
aSyn yeast inh: qHTS of alpha-syn Inhibitors; Yeast expressing alpha-synuclein, growth rescue, BacTiter-Glo, 24 h; Potency, µM (titrated, usually from 46.1 µM), without a hit: top-dose growth rescue (activation), most hits filed as activators; 370,000 compounds, 0.14% hits; further: % of control where 0% means no effect; nearly all actives have a fitted effect of over 65% in size
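Readout is rescue of growth in alpha-synuclein-expressing yeast, so inhibitors of toxicity appear as activators. Growth after 24 hr at 30 deg C in galactose medium is quantified by luminescence.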
EPAC1 agonist: qHTS for Agonist of cAMP-regulated guanine nucleotide exchange factor 3 (EPAC1): primary screen; AID 720707, 2013; Potency, µM (doses to about 154 µM), for the others: top-dose activation, most hits filed as activators; EPAC1 agonist qHTS, biochemical assay; response scale: 100% = response to 6.5 mM cAMP; Rap guanine nucleotide exchange factor 3 (Homo sapiens), O95398; 360,000 compounds, 0.073% hits; further: nearly all actives have a fitted effect of over 60% in size
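Fluorescent GDP-exchange assay: 100 nM EPAC1 with 250 nM Rap1B preloaded with BODIPY-GDP and 50 uM GDP; compounds tested as concentration series, 5 min at room temperature, then read every 5 min for 30 min (ex 480/em 540 nm); normalized to 6.5 mM cAMP.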
PTHR1 agonist: qHTS for PTHR1 Agonists: Primary Screen. Potency, µM (series often up to 115 µM), inactives show top-dose activation, most hits filed as activators. Parathyroid hormone/parathyroid hormone-related peptide receptor (Homo sapiens), Q03431. 410,000 compounds, 0.075% hits. HEK293 GP2 PTHR1 cells, GloSensor cAMP luminescence, 1 h; further: nearly all actives have a fitted effect of over 55% in size; some results filed as inactive show a strong effect at the top dose; inactives centre near -15; many of its hits are not listed in these tables
Target sequence (Q03431 whole entry, looked up): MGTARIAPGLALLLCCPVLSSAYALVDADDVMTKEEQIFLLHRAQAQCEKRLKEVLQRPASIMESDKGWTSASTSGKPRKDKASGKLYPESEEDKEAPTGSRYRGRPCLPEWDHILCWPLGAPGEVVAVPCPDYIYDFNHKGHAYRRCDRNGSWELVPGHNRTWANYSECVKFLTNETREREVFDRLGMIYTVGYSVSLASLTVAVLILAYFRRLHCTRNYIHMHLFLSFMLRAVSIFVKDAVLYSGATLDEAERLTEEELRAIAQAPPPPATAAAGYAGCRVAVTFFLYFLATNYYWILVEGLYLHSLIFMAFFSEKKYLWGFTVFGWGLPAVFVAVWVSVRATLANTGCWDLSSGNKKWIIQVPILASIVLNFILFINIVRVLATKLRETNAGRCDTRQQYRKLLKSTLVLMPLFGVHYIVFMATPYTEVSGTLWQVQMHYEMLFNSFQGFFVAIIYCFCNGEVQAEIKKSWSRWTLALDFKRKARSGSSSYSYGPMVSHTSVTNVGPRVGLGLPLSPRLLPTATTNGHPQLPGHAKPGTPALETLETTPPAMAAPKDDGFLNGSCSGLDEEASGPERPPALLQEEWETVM
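HEK-293-derived GP2 cells expressing PTHR1 and a GloSensor cAMP reporter, 3,000/well, plated overnight, given luciferin plus IBMX (each 0.5 mM as added) for 1 h at 37 °C, then compound for 1 h at 37 °C. Luminescence was read after 15 min at room temperature.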
EPAC1 antag: qHTS for Antagonist of cAMP-regulated guanine nucleotide exchange factor 3 (EPAC1): primary screen. 360,000 compounds, 0.14% hits. Potency, µM (highest dose often 115 µM), inactives show top-dose activity change, negative = inhibition, actives largely listed as inhibitors. EPAC1 GEF assay, Rap1b-BODIPY-GDP exchange fluorescence. AID 720709, 2013. Rap guanine nucleotide exchange factor 3 (Homo sapiens), O95398;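 further: plate controls were vehicle for no effect and positive control for full effect; nearly all actives have a fitted effect of over 50% in size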
EPAC2 antagonist: qHTS for Antagonist of cAMP-regulated guanine nucleotide exchange factor 2 (EPAC2): primary screen; Rap guanine nucleotide exchange factor 4 (Homo sapiens), Q8WZA2; EPAC2 GEF exchange of Rap1B-BODIPY-GDP, fluorescence; Potency, µM (highest dose often 114 µM), for the others: top-dose activity, negative = inhibition, actives largely listed as inhibitors; 360,000 compounds, 0.18% hits; further: on the % scale 0 is the no-effect control and ±100 the full control effect; nearly all actives have a fitted effect of over 45% in size; many of its hits are not listed in these tables
FUS yeast rescue: qHTS for Suppressors of FUS Proteinopathy: Primary screen using FUS-linked yeast assay; S. cerevisiae FUS-expressing, growth rescue, OD600, 24 h; Potency, µM (series often up to 76.6 µM), without a hit: top-dose growth rescue (activation), most hits filed as activators; 390,000 compounds, 0.24% hits; AID 1347120, 2019;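 further: plate controls were DMSO vehicle for no effect and reference control for full effect; nearly all actives have a fitted effect of over 55% in size; some results filed as inactive show a strong effect at the top dose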
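Absorbance at 600 nm, taken 24hr after compound addition, measured rescue of FUS-yeast growth at 30C. Induction used 2% galactose with seeding at OD 0.005. Controls: CP55940 from 92uM final, DMSO only.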
TDP43 rescue: qHTS of TDP-43 Inhibitors; TDP-43 expressing yeast growth rescue, BacTiter-Glo, 24 h; Potency, µM (series often up to 46.1 µM), for the others: top-dose growth rescue (activation), usual class: activators; 410,000 compounds, 1.8% hits; further: % of control where 0% means no effect; nearly all actives have a fitted effect of over 50% in size
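Growth rescue of TDP-43-toxic yeast measured as ATP luminescence (BacTiter-Glo). Cells grown to mid-log in raffinose, induced in galactose at OD600=0.02, exposed to compound 24 hr at 30 deg C.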
Starred values were filed as active, the others as inactive; i = inactive; ? = inconclusive; / = not tested or not shown; [ ] = remark or other dose. The call rests on the fitted dose curve; in most records, active means well fitted curve in the direction sought with a large enough effect; inconclusive means small, poorly fitted or top-dose-only effect, or another doubt; inactive means no such curve, though single readings can be large; an effect the other way counts as inactive or inconclusive. Potency means the concentration at half of the fitted maximal effect.

Each structure is followed by: EPAC2 agonist	aSyn yeast inh	EPAC1 agonist	PTHR1 agonist	EPAC1 antag	EPAC2 antagonist	FUS yeast rescue	TDP43 rescue
Cc1onc(-c2ccccc2Cl)c1C(=O)OCn1nnc2ccccc2c1=O
    15%	5%	3%	-2%[57.5 µM]	-4%	2%	11%	?
COc1ccc(CCNC(=O)Cn2nnc(-c3ccc(N(C)C)cc3)n2)cc1OC
    4%	6%	3%	-10%[57.5 µM]	-7%	-7%	10%	-18%
NC(=O)C1CCN(C2CC(=O)N(c3cccc(F)c3)C2=O)CC1 (stereo not drawn)
    0%[15.6 µM]	-72%[inhibitor]	-4%	i	-1%	3%	-23%	?
O=C1[C@@H]2Cc3c([nH]c4ccccc34)CN2C(=O)CN1CCCO
    7%	-3%	8%	i	-21%	5%	-4%	6%
COCCCNC(=O)c1ccc(NS(C)(=O)=O)cc1
    0%	-1%	1%	8%	-16%	-5%	-61%[inhibitor]	3%
OC(COc1ccccc1)CN1C2=NCCCN2c2ccccc21 (stereo not drawn)
    7%	2%	13%	i	-3%	1%	-10%	0%
COc1ccc(OCC2CCNCC2)cc1
    6%	1%	6%	-50%	28%	-15%	9%	14%
Cc1cc(=O)oc2c(C(=O)/C=C/c3ccccc3)c(O)ccc12
    -4%	0%	3%	i	1%	-1%	-13%	4%
COC(CN(C)C(=O)c1ccc2c(c1)NC(=O)c1ccccc1S2)OC
    7%	5%	1%	i	1%	3%	-15%	-1%
O=C(NNC(=O)c1cccc(C(F)(F)F)c1)c1ccncc1
    5%	-5%	-8%	-12%	-1%	8%	24%	16%
COc1ccc(OC)c(C2CC(=O)Nc3n[nH]c(-c4ccccc4)c32)c1 (stereo not drawn)
    -9%	-7%	-9%	-3%	6%	17%	17%	-12%
COC(=O)CCc1sc(Nc2ccccc2)nc1-c1ccc(OC)cc1
    22%	7%	11%	-19%	-24%	-25%	21%	21%
Cc1ccc(-c2cc(C(=O)NCC(c3ccccc3)N(C)C)c3ccccc3n2)o1 (stereo not drawn)
    10%	0%	1%	-11%	-3%	-2%	16%	-9%
CCOC(=O)CNC(=O)c1sc(NC(=O)c2ccccc2)nc1C
    -1%	-8%	-6%	i	-9%	12%	10%	3%
O=C(/C=C\Nc1ccc2c(c1)OCO2)c1ccc2c(c1)OCO2
    7%	6%	2%	-23%	-4%	3%	-2%	-23%

Part of the list above, set out differently:
> COc1ccc(OC)c(C2CC(=O)Nc3n[nH]c(-c4ccccc4)c32)c1 (stereo not drawn)
  EPAC2 agonist = -9%	aSyn yeast inh = -7%	EPAC1 agonist = -9%	PTHR1 agonist = -3%	EPAC1 antag = 6%	EPAC2 antagonist = 17%	FUS yeast rescue = 17%	TDP43 rescue = -12%

> COC(=O)CCc1sc(Nc2ccccc2)nc1-c1ccc(OC)cc1
  EPAC2 agonist = 22%	aSyn yeast inh = 7%	EPAC1 agonist = 11%	PTHR1 agonist = -19%	EPAC1 antag = -24%	EPAC2 antagonist = -25%	FUS yeast rescue = 21%	TDP43 rescue = 21%

Next part.
Each structure is followed by: EPAC2 agonist	aSyn yeast inh	EPAC1 agonist	PTHR1 agonist	EPAC1 antag	EPAC2 antagonist	FUS yeast rescue	TDP43 rescue
CN(C(=O)C1CCN(S(=O)(=O)c2ccccc2)CC1)c1c(N)n(Cc2ccccc2)c(=O)[nH]c1=O
    -4%	2%	-5%	i	10%	17%	15%	-8%
Cc1cccc(OCc2nnc(N)s2)c1
    1%	0%	0%	-11%[57.5 µM]	-2%	3%	12%	-6%
O=C(O)CN(c1ccc(F)cc1)S(=O)(=O)c1ccc2c(c1)OCCO2
    12%	3%	8%	-17%[57.5 µM]	8%	-1%	18%	-12%
CCc1c(C)nc2ncnn2c1N1CCC(C(=O)NCc2cccs2)CC1
    -5%	-4%	-5%	-67%[inhibitor]	-8%	1%	-13%	5%
Cc1csc(-c2nc3ccccc3n2C(C(=O)Nc2c(C)cccc2C)C2CC2)c1 (stereo not drawn)
    -2%	5%	3%	-4%	16%	-29%	23%	19%
OCC1(Cc2ccc(Cl)cc2)CCN(Cc2ccc3nsnc3c2)CC1
    7%	0%	11%	-18%	-8%	-7%	5%	-8%
CC(C)(C)NC(=O)CN(CCc1ccccc1)C(=O)c1csnn1
    16%	-1%	12%	i	-19%	-1%	10%	-15%
Cc1ccc(NS(=O)(=O)c2ccc(NC(=O)c3ccccc3C(=O)O)cc2)cc1C
    3%	1%	-13%	i	-11%	11%	2%	3%
CCCCc1c(-c2ccccc2F)ncn1CCc1ccccc1OC
    16%	13%	-7%	-38%[inhibitor]	-15%	42µM*	9%	6%
Cc1ccccc1-n1nc2c(c1NC(=O)COc1ccc(Cl)cc1)CS(=O)C2 (stereo not drawn)
    4%	8%	-8%	i	0%	-5%	5%	16%
Cc1cccn2c(CNCCc3ccccn3)c(C(=O)N3CCOCC3)nc12
    4%	-6%	0%	i	15%	0%	-1%	0%
COc1cc(NS(=O)(=O)c2ccc(NC(=S)NC(=O)/C=C/c3ccc(OC)c(OC)c3)cc2)ncn1
    -5%	5%	9%	-4%	-39%	?	31%	-16%
COc1cccc(NC(=O)COc2coc(CN3CCc4ccccc4C3)cc2=O)c1
    0%	-1%	-2%	i	7%	13%	4%	17%
O=C(CC1C(=O)NCCN1Cc1ccc(F)cc1)NCCN1CCCc2ccccc21 (stereo not drawn)
    11%	4%	3%	-4%	-1%	0%[57.1 µM]	12%	1%
CCC1=C(OC(=O)N(CC)CC)N2C(=O)OC(=NCCc3c[nH]c4ccccc34)[C@]2(Cc2ccccc2)[C@H]2C1=CC[C@H]1C(=O)N(C)C(=O)[C@H]12
    5%	8%	-17%	i	-13%	?	?	8%

(list continues)
Each structure is followed by: EPAC2 agonist	aSyn yeast inh	EPAC1 agonist	PTHR1 agonist	EPAC1 antag	EPAC2 antagonist	FUS yeast rescue	TDP43 rescue
COc1ccc(CNc2nc(C)cc(C)c2C#N)cc1
    16%	6%	7%	-20%	-6%	-9%	5%	?
CCC(C)n1c(SC(C)C#N)nc2ccccc2c1=O (stereo not drawn)
    16%	?	9%	i	13%	6%	15%	19%
CCOc1ccc(-c2nc(N)nc(C)c2-c2ccc(Cl)cc2)c(O)c1
    9%	12%	9%	-8%	-29%	-27%	-23%	?
CCOc1cc(C2CC(=O)NC3=C2C(=O)C(C(=O)OC)C(C)C3)cc(Cl)c1O (stereo not drawn)
    -3%	7%	-4%	-6%	-19%	-20%	-14%	-3%
CCCCCCCN1C(Nc2ccccc2)=NC[C@@H]1Cc1ccccc1
    5%	1%	-10%	-22%	-11%	10%	-5%	6%
Cc1cccc(OCC(=O)NC(=S)Nc2ccccc2N2CCOCC2)c1C
    -10%	-2%	-4%	i	-11%	-10%	3%	-2%
Cc1ccc(C#CC[N+]2(C)CCCCC2)cc1
    2%	-2%	-2%	i	8%	2%	-9%	16%
Cn1cnnc1SCC(=O)Nc1ccc2ccccc2c1
    -1%	-5%	10%	i	-19%	0%	/	5%
CC(Cl)C(=O)NC(=O)NC12CC3CC(CC(C3)C1)C2 (stereo not drawn)
    3%	6%	-7%	i	-4%	-2%	/	26%
Cc1sc2ncnc(N3CCC(C(=O)NNC(=O)COc4cccc(C(F)(F)F)c4)CC3)c2c1C
    -12%	1%	-5%	-39%[inhibitor]	-21%	-9%	?	10%
CCCC1Cc2nc(Cl)c(C#N)cc2CO1 (stereo not drawn)
    -2%	1%	-9%	0%	-15%	0%	21%	9%
O=C(NCCN1CCC(n2c(=O)[nH]c3ccccc32)CC1)c1ccc(F)c(F)c1
    6%	5%	7%	-29%	-6%	0%	-15%	7%
Cc1ccc(/C=C/c2nnc(-c3ccccc3)o2)cc1
    3%	9%	5%	-16%	-1%	3%	-10%	-5%
C[C@H](NC(=O)c1nc[nH]c1C(=O)NCc1ccc(CNC(=O)OC(C)(C)C)cc1)c1ccccc1
    -2%	1%	-17%	i	-21%	-13%	?	7%
O=C(Oc1ccc2ccc(=O)oc2c1)c1ccc([N+](=O)[O-])cc1
    2%	0%	1%	i	-4%	6%	9%	-15%

Next section
Each structure is followed by: EPAC2 agonist	aSyn yeast inh	EPAC1 agonist	PTHR1 agonist	EPAC1 antag	EPAC2 antagonist	FUS yeast rescue	TDP43 rescue
Cc1ccc(C)c(NC(=O)CNC(=O)N2CC(=O)Nc3ccccc32)c1
    3%	-2%	0%	-9%	-7%	4%	-4%	-8%
O=C1COc2ccc(C(=O)COC(=O)C3CCN(S(=O)(=O)c4cccs4)CC3)cc2N1
    7%	-4%	-9%	-17%	0%	0%	19%	0%
COC(=O)c1scc(C)c1NC(=O)c1cccc(C#N)c1
    1%	-2%	-1%	-5%	12%	3%	-17%	25%
CC(NCC(=O)NC(=O)NCCC1=CCCCC1)c1ccc(S(N)(=O)=O)cc1 (stereo not drawn)
    4%	0%	2%	i	2%	2%	-19%	-10%

Given tab-delimited: part of the list above
canonical_smiles	EPAC2 agonist	aSyn yeast inh	EPAC1 agonist	PTHR1 agonist	EPAC1 antag	EPAC2 antagonist	FUS yeast rescue	TDP43 rescue
Cc1ccc(C)c(NC(=O)CNC(=O)N2CC(=O)Nc3ccccc32)c1	3%	-2%	0%	-9%	-7%	4%	-4%	-8%
O=C1COc2ccc(C(=O)COC(=O)C3CCN(S(=O)(=O)c4cccs4)CC3)cc2N1	7%	-4%	-9%	-17%	0%	0%	19%	0%
COC(=O)c1scc(C)c1NC(=O)c1cccc(C#N)c1	1%	-2%	-1%	-5%	12%	3%	-17%	25%
CC(NCC(=O)NC(=O)NCCC1=CCCCC1)c1ccc(S(N)(=O)=O)cc1 (stereo not drawn)	4%	0%	2%	i	2%	2%	-19%	-10%

These rows are one share of the data, so the mix of outcomes need not match the whole.
